Screening results deposited in PubChem by several laboratories.
CaV13 ICDI inh: Primary screen for inhibitors of IQ motif and Ca2+-dependent inactivation inhibitor domain binding in CACNA1D, Förster resonance energy transfer in living cells, …. 0.098% of 340,000 active. HEK cells, CFP/YFP FRET ICDI-IQ, plate reader, 10 min; percent FRET-ratio fall versus neutral wells. AID 743397. inhibition, % at 12.3 µM;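 active = mean replicate inhibition of at least 30% and at least 1% of replicates passing that level; inconclusive = only one of the two criteria is met; inactive = neither criterion is met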;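 also: 0% = median of the neutral control wells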
MC4R antagonist: human MC4R antagonism in cAMP assay. P32245. MC4R-expressing cells, MTII-stimulated cAMP, LANCE TR-FRET. inhibition, % at 6.5 µM. 0.48% of 360,000 active. AID 540295;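 active = inhibition above its plate's cutoff, the mean of tested wells on that plate plus 3 SD, cut at about 29% in these data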;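 also: 0% = Melanotan II alone and 100% = Melanotan II plus saturating MCL0020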
Target sequence (P32245 whole entry, looked up): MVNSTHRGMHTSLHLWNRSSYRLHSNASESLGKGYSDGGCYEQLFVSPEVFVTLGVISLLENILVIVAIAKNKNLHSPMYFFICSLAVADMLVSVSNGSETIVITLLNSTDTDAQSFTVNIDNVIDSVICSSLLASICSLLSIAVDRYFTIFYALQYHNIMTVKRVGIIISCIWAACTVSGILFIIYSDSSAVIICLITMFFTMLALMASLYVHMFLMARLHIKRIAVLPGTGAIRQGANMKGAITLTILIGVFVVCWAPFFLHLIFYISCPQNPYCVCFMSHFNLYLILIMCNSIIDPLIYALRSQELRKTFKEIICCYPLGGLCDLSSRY
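System – human MC4R-expressing U2OS cells · Also added – Melanotan II · Dosing – one concentration, 6.5 µM nominal · Timing – 30-min compound, 1-h challenge, 1-h detection, room temperature · Measured by – Eu-cAMP/anti-cAMP TR-FRET, emission 671 nm · Replicates – singlicate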
ABCB6 inh MLPCN: human ABCB6 transporter inhibition. Q9NP58. K562-ABCB6 porphyrin accumulation, flow cytometry, 1 h; active compounds read low. fluorescence ratio to DMSO, % at 10 µM. 0.19% of 360,000 active. AID 602162;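 active = fluorescence ratio to DMSO below 75%, the collection mean minus 3 SD; inconclusive = too few cells collected in the well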;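 also: signal is porphyrin accumulated inside mitochondria; 100% equals median channel fluorescence of DMSO control wells; lower ratio means ABCB6 inhibition with less porphyrin fluorescence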
PDI inh: PDI (human) enzyme inhibition. inhibition, % at 10 µM. PDI insulin aggregation turbidity, A650, 90 min. P07237. 0.052% of 350,000 active;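 active = mean inhibition across replicates of 30% or more, whatever share of single replicates reach that level; inconclusive = mean inhibition below 30% while every single replicate reaches 30%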;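 also: absorbance from insulin aggregation driven by PDI reduction with DTT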
Cardio protect: modulators protecting cardiomyocytes from myocardial damage | protection from H2O2 cell death, % at 20 µM | AID 588492 | 0.63% of 360,000 active | H9c2 cardiomyocytes, H2O2 injury protection, ATPLite, 2 h;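 active = compounds giving at least 50% protection of heart cells from peroxide-induced death in the single-dose screen, raw or plate-pattern-corrected value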;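 also: 0% = DMSO wells with peroxide and 100% = DMSO wells without peroxide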
N-glyco inh: blocks N-linked glycosylation in D54 reporter cells; D54 ERlucT glycosylation luciferase reporter, 24 h; percent of 100 nM tunicamycin response; reporter increase, % at 12.5 µM; 0.23% of 360,000 active; AID 588692;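 active = mean luciferase reporter signal, scaled so untreated is 0 and the glycosylation-blocking control 100, at or above a set limit in every replicate; inconclusive = mean reaches the limit but not every replicate does; inactive = mean below the limit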;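 also: luciferase carries N-glycosylation sites so blocking glycosylation raises the light; 0% = median of neutral control wells and 100% = median of 100 nM tunicamycin wells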
aDG glyco up: increases alpha dystroglycan glycosylation | activation, % at 10 µM | Pro5-aDG cells, alpha-DG glycosylation AlphaScreen (IIH6); 0% Pro5, 100% B10-LARGE cell signal | 0.22% of 360,000 active;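 active = activation of at least 8% versus controls, or a plate z-score of at least 8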;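 also: Pro5 are CHO cells carrying HIG-tagged alpha-DG that lacks glycosylation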
HTR2A ag: mouse HTR2A agonism via beta-arrestin recruitment; CHO-K1 mHTR2A beta-arrestin complementation, luminescence; percent of 30 µM serotonin response; activation, % at 7.6 µM; 0.66% of 360,000 active; AID 624169;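 active = activation above a run cutoff, the mean activation of all tested compounds plus 3 SD, cut at about 14% in these data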;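 also: 0% = plate median of compound wells and 100% = 30 µM serotonin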
Target sequence (P35363 whole entry, looked up): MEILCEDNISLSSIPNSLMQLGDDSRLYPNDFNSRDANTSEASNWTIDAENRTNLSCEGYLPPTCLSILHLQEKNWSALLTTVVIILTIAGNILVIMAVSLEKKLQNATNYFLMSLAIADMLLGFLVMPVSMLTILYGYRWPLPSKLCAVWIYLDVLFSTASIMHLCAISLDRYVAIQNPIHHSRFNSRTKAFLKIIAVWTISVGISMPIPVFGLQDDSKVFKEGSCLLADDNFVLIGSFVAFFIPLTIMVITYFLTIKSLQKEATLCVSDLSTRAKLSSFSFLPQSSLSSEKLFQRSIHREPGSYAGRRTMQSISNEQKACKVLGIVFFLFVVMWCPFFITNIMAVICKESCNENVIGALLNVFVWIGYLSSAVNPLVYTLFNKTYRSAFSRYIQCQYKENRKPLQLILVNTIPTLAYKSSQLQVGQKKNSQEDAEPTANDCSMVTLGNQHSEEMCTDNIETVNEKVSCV
Vif imaging: HIV Vif inhibition | HEK293T cells, Vif self-association by quenched fluorescence, imaging, 24 h | inhibition, % at 7.49 µM | 0.35% of 340,000 active | AID 602346; in the data active = inhibition above about 50%, passing the limit was not always enough; inconclusive = no clear call, values can overlap the other calls; inactive = below about 31%; also: some results filed as inactive read as strong as hits
MC4R ag barr: agonists of human melanocortin 4 receptor (MC4R) beta-arrestin; AID 540308; 0.98% of 360,000 active; activation, % at 8.9 µM; P32245; U2OS MC4R beta-arrestin complementation, luminescence; percent of melanotan II response, DMSO zero;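 active = activation above a per-plate cutoff, the mean activation of sample wells on that plate plus 3 SD, cut at about 8% in these data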
The depositor's hits bear a star; i = inactive; ? = inconclusive; / = no result given.

SMILES	CaV13 ICDI inh	MC4R antagonist	ABCB6 inh MLPCN	PDI inh	Cardio protect	N-glyco inh	aDG glyco up	HTR2A ag	Vif imaging	MC4R ag barr
Nc1c(C(=O)O)sc2nc3c(cc12)CCCC3	-5	-6	90	-4	-2	2	-0.1	6	-2	-1.6
Nc1nnc(SCC(=O)Nc2sc3c(c2C(=O)c2ccccc2)CCCC3)s1	-5	11	96	-2	-9	-1	-0.1	-6	/	1.0
Cn1c(SC2CCCCC2=O)nnc1-c1ccncc1 (stereo not drawn)	-9	3	104	13	-4	2	-0.1	-1	/	1.8
C/C(=N\NC(=O)C1(C)CC1(Br)Br)c1ccc(C)cc1C (stereo not drawn)	-10	7	92	9	-2	0	-0.5	-5	-2	-0.7
O=C(Nc1cccc(S(=O)(=O)N2CCCC2)c1)c1ccc2c(c1)OCO2	-5	5	104	-6	-2	0	0.2	-2	-8	-1.2
COc1ccc(N2CCCCn3c2nc2c3c(=O)n(C)c(=O)n2C)cc1	-3	1	101	-2	8	1	0.1	-1	5	0.1
CCn1c(O)c(C=Nc2ccccc2)sc1=O	4	10	94	7	-2	1	-0.1	5	1	1.1
O=C(Nc1cc2c3c(c1)CC(=O)N3CCC2)c1ccccc1Br	-8	4	96	-6	7	-2	-0.1	1	6	1.2
Cc1ccc(NS(=O)(=O)c2cc([N+](=O)[O-])ccc2N/N=C/c2sc(N3CCOCC3)nc2-c2ccccc2)c(C)c1	-2	5	i	-12	6	13	-0.3	4	7	-0.3
COc1ccc(Cl)cc1S(=O)(=O)NCCCn1ccnc1	-2	-1	99	1	-1	2	0.1	7	8	1.8
CCCC[C@@H]1CNC(=O)C(=O)N1CCCC	-12	/	96	/	/	/	-0.3	5	/	/
Cc1cc(CCNC=O)c(C)c2c1sc1ccccc12	-6	-8	105	6	-3	0	0.1	-3	8	-1.3
CCS(=O)(=O)N1CCN(C(=O)c2cccs2)CC1	4	8	98	-3	1	0	-0.2	1	0	-1.7
Cc1cc(C)cc(C(=O)NC(CC(N)=O)c2ccc(N3CCN(c4ccccc4)CC3)c([N+](=O)[O-])c2)c1 (stereo not drawn)	-11	3	94	3	4	-1	0.2	4	-7	2.0
Cc1ccc(-c2csc3ncnc(N4CCN(C)CC4)c23)cc1C	-5	6	90	-1	6	-7	0.3	-3	14	-0.9
Fc1ccc(-c2n[nH]c(=S)n2CC2CCCO2)cc1 (stereo not drawn)	-5	10	109	-7	2	-1	0.0	5	8	0.3
CCc1ccc(NC(=O)CCCN2C(=S)NC(C)(C)CC2C)cc1 (stereo not drawn)	-16	-4	93	1	-4	0	0.2	-1	-1	-1.9
COc1ccc(S(=O)(=O)N(CC(=O)NCCSc2ccccn2)c2ccccc2)cc1	-2	-3	93	-5	14	-1	0.0	4	1	-0.4
Cc1ccc(S(=O)(=O)NCC2CCC(C(=O)O)CC2)cc1 (stereo not drawn)	-8	-5	94	-3	8	0	-0.2	2	23	0.9
CO/N=C(\C)c1ncc(C(F)(F)F)cc1N1CCOCC1	/	6	91	-3	-6	1	-0.3	-1	/	-2.2
COc1ccccc1Nc1nc(N)nc(CSC(=S)N2CCCCC2C)n1 (stereo not drawn)	-6	-1	95	5	-6	0	0.0	-2	1	-2.5
CCOC(=O)N1CCC(N2C(=O)c3ccccc3C2Nc2cc(OC)c(OC)c(OC)c2)CC1 (stereo not drawn)	?	0	98	/	117*	2	0.0	2	/	0.0
CCCCc1nc(Cl)c(C#N)c2c1CCC2	-5	4	96	0	2	-3	-0.3	1	16	1.0
CCOC(=O)c1c(C)[nH]c(C(=O)OCC(=O)Nc2sccc2C(N)=O)c1C	-6	18	90	-1	-5	-4	0.6	7	/	6.1
CCN(C[C@H]1N[C@@](CC)(C(=O)OC)[C@H]2C(=O)N(Cc3ccccc3)C(=O)[C@@H]12)S(=O)(=O)c1ccc(C)cc1	-4	4	99	0	28	-1	0.4	-4	0	2.6
COc1ccc(N2CCN(CCCNC(=O)C3CCN(S(=O)(=O)N4CCOCC4)CC3)CC2)cc1	-5	-4	92	6	15	-1	-0.3	-1	-1	-4.8
Cc1ccc(C(=O)N/C(=C/c2ccco2)C(=O)O)cc1	-5	4	96	-15	4	3	0.0	2	1	0.1
CC1CCN(S(=O)(=O)N2CCC(C(=O)NCc3cccnc3)CC2)CC1	-2	24	98	-1	-1	0	0.0	-3	-1	-1.3
COCCn1c(C)cc(C(=O)CN2c3cccc4cccc(c34)S2(=O)=O)c1C	-15	3	92	3	3	1	-0.1	2	9	-1.1
Cc1ncc([N+](=O)[O-])n1CCOC(=O)Nc1ccc(Cl)c(Cl)c1	-5	9	90	1	-2	9	0.1	1	-3	-1.6
COC(=O)c1ccc(Oc2nc(Nc3ccc(C)c(C)c3)nc(N(C)C)n2)cc1	-9	6	92	0	-10	2	0.3	0	-5	0.8
CNc1ccccc1NC(=O)C1CCCN1C(=O)OCc1ccccc1 (stereo not drawn)	-5	9	101	1	3	1	-0.4	6	3	-2.7
O=C(NC(=S)N1CCN(c2ccccc2)CC1)c1c(F)cccc1F	-5	4	102	-5	-4	2	0.1	-1	4	-3.4
COc1cccc(NC(=O)C2CCCC2)c1	-11	4	94	-8	2	0	-0.2	1	-1	-1.4
COc1ccc(N2CCN(C(=O)Cn3cnc4c(cnn4-c4ccc(C)cc4)c3=O)CC2)cc1	-2	1	101	-5	-7	-2	0.1	-1	8	-2.4
CCc1nc(C)cn1S(=O)(=O)c1cc([N+](=O)[O-])ccc1Cl	-5	0	98	1	-1	2	0.0	0	11	-3.2
COc1cc(/C=N/NC(=O)NC2CCCCC2)cc(OC)c1O	5	9	99	-4	4	-5	-0.1	-2	-4	-4.9
O=C(c1cccc(S(=O)(=O)N2CCOCC2)c1)N(Cc1ccco1)Cc1cccs1	-3	6	94	-1	1	-1	0.8	-4	-3	0.8
COc1cc(CN2CCN(Cc3ccc(C)cc3)C(CCO)C2)ccc1O (stereo not drawn)	-1	4	92	-4	-2	4	0.6	-5	4	-3.8
OC(COCc1ccccc1)CN1CCN(c2ccccc2F)CC1 (stereo not drawn)	-5	0	98	7	-1	0	-0.3	12	1	0.3
S=C(NCC1COc2ccccc2O1)Nc1ccccc1 (stereo not drawn)	-3	16	100	-3	-12	-1	0.0	-3	-1	0.6
COc1cc2c(cc1OC)C(c1ccsc1)CC(=O)N2 (stereo not drawn)	-2	9	99	-9	14	-2	-0.1	-5	1	-1.9
Cc1ccc(N2Cc3ccccc3C2=O)cc1	-5	4	85	1	-18	-14	0.1	2	-1	-0.2
COc1cc(NC(=O)c2ccccc2[N+](=O)[O-])ccc1NC(=O)c1cc2ccccc2o1	-5	5	97	-3	39	-1	0.2	1	-1	-2.8
COc1ccc(NC(=O)C2c3ccccc3OCC(=O)N2Cc2ccc3c(c2)OCO3)cc1 (stereo not drawn)	-5	/	97	/	/	/	0.0	0	/	/
O=C(Nc1ccc(Cl)c(Cl)c1)Nn1cnnc1	-5	15	103	-1	0	0	0.0	-6	2	1.5
COc1ccc(C(=O)NCc2nnc(SCC(=O)Nc3nnc(C)s3)o2)cc1OC	-3	6	96	/	5	-1	-0.1	5	-3	-0.5
CCc1ccc(N(C(=O)c2ccco2)C(C(=O)NC2CCCC2)c2ccncc2)cc1 (stereo not drawn)	-2	4	97	-1	2	1	0.1	1	/	-0.4
CC1(C(=O)N2CCN(c3ccc([N+](=O)[O-])cc3)CC2)CC1(Cl)Cl (stereo not drawn)	1	2	95	7	4	-1	0.2	1	-1	0.7
CCn1c(=O)c(C(=O)CN(C)CC(=O)Nc2ccccc2Br)c(N)n(Cc2ccccc2)c1=O	-6	11	98	-2	-2	-2	0.2	3	-4	-0.2
CCc1cccc(NC(=O)COC(=O)CSc2ccc(C)cc2)c1	-5	5	106	2	-1	2	-0.2	6	0	5.8
Cc1c(O)c(S(=O)c2ccccc2)c(=O)n(-c2ccccc2)c1-c1ccccc1 (stereo not drawn)	-7	9	87	-8	7	0	-0.1	0	11	0.7
Cc1ccc2c(CSc3nnc(C4CC4)n3N)cc(=O)oc2c1C	-8	3	92	8	14	2	-0.1	7	6	-1.1
Cc1ccc2c(c1)C(c1ccncc1)=NNC(c1cccnc1)=N2	5	14	96	0	2	0	0.3	4	18	-0.3
CCOc1cccc2sc(=NC(=O)CCS(=O)(=O)c3ccc(F)cc3)n(C)c12	-5	4	85	9	-13	-5	-0.2	0	-5	-2.0
Cc1ccc(C(=O)CSc2nnc(-c3snnc3C)n2C2CC2)cc1	-12	3	98	5	-2	0	0.0	1	0	-1.4
Cc1csc(N=Nc2ccc(N(C)C)cc2)[n+]1[O-]	-6	-59	104	-4	-11	-19	-0.5	-10	0	-8.1
CCCCC(CCC(=O)Nc1cc([N+](=O)[O-])ccc1O)C(=O)O (stereo not drawn)	-2	4	100	-7	8	0	-0.1	-5	-3	-3.1
O=C(O)c1cc(C2CC2)nn1-c1ccccc1	-5	9	99	-8	3	0	-0.2	-4	31	-3.7
O=C(Nc1cccc(C(=O)N2CCCCC2)c1)C1CC1	-4	7	98	3	4	0	0.0	-6	-2	-1.1
Additional structures:
SMILES	CaV13 ICDI inh	MC4R antagonist	ABCB6 inh MLPCN	PDI inh	Cardio protect	N-glyco inh	aDG glyco up	HTR2A ag	Vif imaging	MC4R ag barr
Cc1ccc2c(c1)-c1cc(C)ccc1C2=O	-6	9	97	4	-8	0	-0.1	0	-2	1.3
Clc1cccc(CN2CCC(Cc3ccccc3)CC2)c1	-5	6	95	-1	-5	-2	0.0	-4	/	2.5
O=C(CN(C(=O)c1csnn1)c1cccc(F)c1)NC1CCCC1	-4	1	91	-19	2	0	0.0	7	5	0.7
CC1(C(=O)NS(=O)(=O)C2CC2)CCN(C(=O)c2cc(F)cc(F)c2)C1 (stereo not drawn)	-4	-4	92	4	4	1	0.0	2	-5	-0.3
CCC1=C2CC[C@H]3C(=O)N(CC)C(=O)[C@H]3[C@H]2[C@@]2(Cc3ccccc3)C(=NCc3ccccc3)OC(=O)N2C1=O	-5	7	97	18	14	2	0.1	-4	-4	-1.1
COc1ccc2cc(C=NS(=O)(=O)c3ccc(C)cc3)n(C)c2c1	-5	-3	86	-4	9	2	-0.2	1	0	-1.6
CC(CN1CCOCC1)OC(=O)C(c1ccccc1)c1ccccc1 (stereo not drawn)	0	18	94	1	3	0	0.0	2	1	1.1

Single records, from the list above. Order of screens: CaV13 ICDI inh	MC4R antagonist	ABCB6 inh MLPCN	PDI inh	Cardio protect	N-glyco inh	aDG glyco up	HTR2A ag	Vif imaging	MC4R ag barr
Record of `COc1ccc2cc(C=NS(=O)(=O)c3ccc(C)cc3)n(C)c2c1` = -5	-3	86	-4	9	2	-0.2	1	0	-1.6
Record of `Clc1cccc(CN2CCC(Cc3ccccc3)CC2)c1` = -5	6	95	-1	-5	-2	0.0	-4	/	2.5
